Compound activity: PubChem, National Center for Advancing Translational Sciences (NCATS)
HT1080 IDH1KD tx: toxicity to HT-1080 IDH1 knockdown cells (counter line); HT-1080 IDH1 knockdown viability, ATP luminescence, 48 h; hit rate 2% among 360,000; Potency, µM (titrated, usually from 46.1 µM), without a hit: top-dose activity, negative = toxicity, actives largely listed as cytotoxic;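 note: potency is the fitted concentration of half-maximal effect; 0% = DMSO wells and -100% = cell-free medium wells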
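Using the IDH1-knockdown HT-1080 line run in the same batch and compound series as the NT line, viability after 48 h at 37 °C was determined by CellTiter-Glo luminescence and expressed as % activity.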
ATXN2 expr inh: inhibitors of ATXN2 expression. HEK-293 ATXN2-luciferase reporter, luminescence, 24 h. Potency, µM (highest dose often 57 µM), inactives show at the top dose activity change, negative = inhibition, most hits filed as inhibitors. hit rate 0.72% among 360,000; note: potency is the fitted concentration of half-maximal effect; % is set by controls: 0 for no effect and ±100 for the full control effect; nearly all actives have a fitted effect of over 55% in size
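ATXN2-luciferase reporter cells (luciferase flanked by upstream and downstream ATXN2 gene portions) were treated 24 h at 37 °C with compounds at up to 57 uM. SteadyGlo luminescence gave expression; GF-AFC fluorescence gave viability.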
MCF10A rereplic: DNA re-replication induction in MCF 10a cells | MCF 10A DNA re-replication, Hoechst nuclear intensity, 48 h | Potency, µM (doses to about 46.1 µM), without a hit: top-dose activity, positive = re-replication, most hits filed as activators | hit rate 2.9% among 350,000 | AID 624296; note: potency is the fitted concentration of half-maximal effect; % of control where 0% means no effect; nearly all actives have a fitted effect of over 50% in size
ATXN viability: viability counter-screen for ATXN expression inhibitors; S2 cells (HEK-293 line with an ATXN2-luciferase reporter) viability, CellTiter-Fluor protease fluorescence, 24 h; AID 651635; hit rate 0.49% among 400,000; Potency, µM (highest dose often 56.7 µM), most hits filed as cytotoxic; note: potency is the fitted concentration of half-maximal effect; nearly all actives have a fitted effect of over 40% in size
SW480 rereplic: induces DNA re-replication in SW480 colon adenocarcinoma cells. hit rate 1.8% among 340,000. SW480 DNA re-replication, Hoechst DNA content imaging, 48 h. Potency, µM (series often up to 46.1 µM), inactives show top-dose re-replication activation, hits mostly activators. AID 624297; note: potency is the fitted concentration of half-maximal effect; % of control where 0% means no effect; nearly all actives have a fitted effect of over 55% in size
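DNA re-replication was detected as more nuclei of elevated Hoechst intensity after 48 hr exposure to compound (23 nL pinned per well of 250 cells).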
KB-V1 MDR tox: kills drug-selected multidrug resistant KB-V1 cells. hit rate 3.4% among 400,000. KB-V1 MDR cells viability, CellTiter-Glo, 72 h. Potency, µM (titrated, usually from 46.1 µM), for the others: at the top dose activity change, negative = cytotoxicity, hits mostly cytotoxic. AID 1347076; note: potency is the fitted concentration of half-maximal effect; % is set by controls: 0 for no effect and ±100 for the full control effect; nearly all actives have a fitted effect of over 60% in size
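Readout: CellTiter-Glo luminescence, 10 min after addition. Cells: KB-V1 MDR subline, 72 h at 37 degrees C with compound. Analysis: corrected, normalized data fitted to concentration-effect curves.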
KB-3-1 cytotox: kills parental KB-3-1 adenocarcinoma cells. AID 1347075. Potency, µM (titrated, usually from 46.1 µM), without a hit: at the top dose activity change, negative = cytotoxic, actives largely listed as cytotoxic. KB-3-1 viability, CellTiter-Glo ATP luminescence, 72 h. hit rate 1.4% among 400,000; note: potency is the fitted concentration of half-maximal effect; % is set by controls: 0 for no effect and ±100 for the full control effect; nearly all actives have a fitted effect of over 60% in size
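KB-3-1 parental drug-naive adenocarcinoma cells in DMEM/10% FBS, incubated 72 h at 37 C with pin-transferred compounds across a concentration series. Viability by CellTiter-Glo luminescence; concentration-response curves fitted after normalization.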
HT1080-NT tox: kills 2HG-producing HT-1080-NT fibrosarcoma cells; HT-1080-NT fibrosarcoma viability, CellTiter-Glo ATP luminescence, 48 h; hit rate 1.6% among 360,000; Potency, µM (highest dose often 46.1 µM), for the others: at the highest dose activity, negative = less viability, actives largely listed as cytotoxic;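 note: NT is the 2HG producing partner of a matched IDH1 knockdown line; potency is the fitted concentration of half-maximal effect; 0% = DMSO-treated cells and -100% = media-only wells without cells; nearly all actives have a fitted effect of over 55% in size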
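A 48-hour cytotoxicity screen used HT-1080-NT cells plated 2 hours before compound delivery. ATP-based CellTiter-Glo luminescence measured viability, normalized to DMSO and no-cell controls.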
IL1B secr inh: inhibitors of inflammasome signaling (IL-1 beta secretion) | THP-1 LPS/ATP IL-1B secretion, AlphaLISA, 16 h; hits give low values | activity change, % at 57.5 µM | AID 743279 | hit rate 4.7% among 360,000; in the data active = activity change below about -50%; inconclusive = mostly about -30% to -49%; note: % is set by controls: 0 for no effect and ±100 for the full control effect
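THP-1 cells pretreated 1 hr with compounds (up to 57.5 uM final), then stimulated with LPS (250 ng/mL final) plus ATP (1.25 mM final); secreted IL-1B measured by AlphaLISA after 16 hr, decreased signal indicating inhibition.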
Active calls of the source: *; i = inactive; ? = inconclusive; . = not tested or not shown; & = joins results of further samples; [ ] = dose if it differs, or a comment. Unless noted, calls come from the whole dose curve; as a rule, active = well fitted curve in the direction sought with a large enough effect; inconclusive = small, poorly fitted or top-dose-only effect, or another doubt; inactive = no such curve, though single readings can be large; an effect the other way counts as inactive or inconclusive. Compounds as they come; any-hit rate near 11%.

SMILES	HT1080 IDH1KD tx	ATXN2 expr inh	MCF10A rereplic	ATXN viability	SW480 rereplic	KB-V1 MDR tox	KB-3-1 cytotox	HT1080-NT tox	IL1B secr inh
CCOC(=O)c1c(C)[nH]c(C)c1C(=O)COC(=O)CNC(=O)c1ccc(OCC)cc1	-20.5%	2.8%	2.4%	i	?	10.1%	12.9%	-1.9%	2.0
Cc1cc(N2CCN(c3nc(-c4ccc([N+](=O)[O-])cc4)cs3)CC2)c2ccccc2n1	?	-34.7%	?	i	6.4%	?	-1.4%	18.4µM*	-13.1
COc1ccc2c(=O)c(Oc3ccc(C(=O)O)cc3)c(C(F)(F)F)oc2c1	12.6%	-38.1%	0.1%	i	4.3%	?	1.0%	15.6%	13.2
COc1ccc(/C=C2/Sc3ccc(C(=O)N4CCOCC4)cc3NC2=O)cc1OC	-1.2%	3.2%	-0.6%	i	2.9%	?	?	-1.6%	18.6
Cc1ccc(C)c(Cn2c3ccccc3c3cnn(CC(=O)NCCC4=CCCCC4)c(=O)c32)c1	.	-1.4%	.	i	.	24.5%	-8.9%	.	.
CCOC(=O)N1CCC(NC(=O)CS(=O)(=O)Cc2nc(-c3ccccc3C)oc2C)CC1	-2.1%	3.3%	9.5%	i	-0.2%	-0.3%	20.0%	6.6%	16.6
CCCCC(=O)C1CCN(Cc2ccccc2)CC1	4.8%[9.24 µM]	1.8%	5.3%	i	-4.7%	-2.5%	-4.7%	10.2%	-17.9
Cc1c(N2C(=O)C3C4C=CC(C4)C3C2=O)c(=O)n(-c2ccccc2)n1C (configuration not stated)	3.2%	3.4%	-0.7%	i	-4.7%	13.5%	0.8%	-0.2%	10.5
O=C(O)c1cc2ccc3cccc4ccc(c1)c2c34	-0.5%	.	16.7%	i	-19.9%	27.7%	5.7%	0.8%	4.6
COc1ccc(C(CCN2CCOCC2)c2c(OC)cc(OC)c3c(C)cc(=O)oc23)cc1 (configuration not stated)	-7.8%	-6.3%	-4.8%	?	-9.9%	-3.3%	2.8%	-5.2%	6.4
OC(c1ccccc1)(c1ccccc1)C1CCN(C(=S)NCCc2ccccc2)CC1	?	-20.5%	?	i	0.7%	-7.0%	0.3%	-15.7%	?
O=C1NC(c2ccco2)Nc2ccccc21 (configuration not stated)	10.4%	-2.7%	-3.6%	i	1.7%	18.3%	21.2%	10.3%	8.9
N#Cc1ccc(CSc2nnc(-c3ccccn3)n2-c2ccc(Cl)cc2)cc1	-5.1%	0.9%	-0.4%	i	-7.5%	?	-16.5%	-4.3%	?
N#CCCN(CCC#N)C(=O)c1ccc2c(c1)OCO2	7.5%	-7.9%	-183.2%[0.0737 µM]	i	6.9%	12.7%	-17.7%	-0.4%	-15.5
CCOC(=O)[C@@H]1[C@H]2COc3ccc(Br)cc3[C@H]2N2C(=O)N(c3ccc(C)cc3)C(=O)[C@]12C	2.4%	6.9%	-1.2%	i	-2.9%	-4.2%	1.9%	10.4%	26.7
Cc1ccc2c(Sc3ccc(Cl)cc3)c(C(=O)NCCC(C)C)[nH]c2c1	.	3.6%	.	i	.	6.3%	-1.0%	.	.
Cc1ccccc1NC(=O)CSc1nnc(NC(=O)c2ccco2)s1	-3.2%	-0.4%	-5.8%	i	-2.3%	-3.8%	16.3%	-2.4%	0.0
O=C(c1cccc(S(=O)(=O)NCc2ccccc2)c1)N1CCCCC1	-0.2%	-0.7%	5.3%	i	-33.2%	-16.3%	1.8%	2.1%	11.4
O=C(NCC1CCCO1)c1cccc(N2CCCC2=O)c1 (configuration not stated)	6.1%	1.9%	-1.1%	?	-4.2%	23.9%	11.0%	6.0%	19.3
O=C(CCNS(=O)(=O)c1ccccc1C(F)(F)F)N1CCN(c2ccccc2O)CC1	3.2%	7.1%	3.8%	i	-6.0%	2.9%	13.5%	8.2%	0.5
Fc1ccc(-c2ccc3c(c2)C2CC3CCN2)cc1 (configuration not stated)	3.3%	-17.1%	13.0%	i	-4.0%[9.22 µM]	9.6%	0.0%	3.3%	0.0
COc1ccc(Cl)cc1-n1nnc(-c2nsc(NC(=O)c3ccccc3Cl)n2)c1C	.	2.3%	.	i	.	0.0%	6.6%	.	.
CCCCC(CCC(=O)O)(C(=O)OCC)c1csc(Nc2ccc(OCC)cc2)n1 (configuration not stated)	-0.3%	.	2.6%	i	?	25.0%	5.2%	3.7%	18.0
Cc1cc(C)c(C)c(OCCOCCNCc2ccccc2)c1	-10.4%	-24.0%	?	i	?	14.6µM*	-12.5%	-16.6%	?
Nc1ccn(CCCNC2CCN(Cc3ccccc3)CC2)c(=O)n1	-0.1%	1.5%	.	i	.	7.0%	-0.4%	0.0%	4.6

Grouped by structure: the entries above with a CF3 group
SMILES	HT1080 IDH1KD tx	ATXN2 expr inh	MCF10A rereplic	ATXN viability	SW480 rereplic	KB-V1 MDR tox	KB-3-1 cytotox	HT1080-NT tox	IL1B secr inh
COc1ccc2c(=O)c(Oc3ccc(C(=O)O)cc3)c(C(F)(F)F)oc2c1	12.6%	-38.1%	0.1%	i	4.3%	?	1.0%	15.6%	13.2
O=C(CCNS(=O)(=O)c1ccccc1C(F)(F)F)N1CCN(c2ccccc2O)CC1	3.2%	7.1%	3.8%	i	-6.0%	2.9%	13.5%	8.2%	0.5

(further entries)
SMILES	HT1080 IDH1KD tx	ATXN2 expr inh	MCF10A rereplic	ATXN viability	SW480 rereplic	KB-V1 MDR tox	KB-3-1 cytotox	HT1080-NT tox	IL1B secr inh
CCOC(=O)C1=C(C(F)(F)F)Nc2ncnn2C1c1cccc(OC)c1OC (configuration not stated)	9.8%	13.6%&-4.6%	5.6%	i	1.3%	10.9%&-5.5%	?	15.6%	-10.6
CNc1oc(Cc2cccc3ccccc23)nc1C#N	-6.0%	-3.5%	?	i	1.0%	19.7%	-0.4%	-19.3%	24.7
COc1ccc(C(=O)C2CCCN(Cc3cccn3-c3ccccn3)C2)c(C)c1 (configuration not stated)	-28.7%	?	?	?	-2.7%	-12.8%	?	8.2µM*	-99.7*
COc1ccc(-c2cc(C(=O)N(C)Cc3nc4ccccc4c(=O)[nH]3)c3ccccc3n2)cc1OC	-3.7%	0.5%	10.9%	i	-0.3%	?	-21.7%	-3.9%	-23.6
CCN(CC(=O)Nc1ccccc1C(=O)Nc1ccccc1)Cc1nc2ccccc2c(=O)[nH]1	16.7%	-8.3%	0.3%	i	0.5%	-13.6%	-0.5%	-7.2%	57.3
OC1CCNC(=S)N1c1ccccc1 (configuration not stated)	12.5%	-8.6%	0.1%	i	-4.5%	-2.1%	5.3%	14.5%	-1.9
O=C1[C@@H](Oc2ccccc2)[C@@H](c2cnc3ccccc3c2)N1c1ccccc1	20.6µM*	-28.9%	?	?	?	-0.2%	0.0%	?	-4.9
CCOc1ccc(S(=O)(=O)n2cnc3ccccc32)cc1	25.1%	3.9%	0.9%	i	-6.4%	6.4%	-5.9%	21.6%	32.4
NC(=O)C1CCN(C2=C(NS(=O)(=O)c3ccc(Br)cc3)C(=O)c3ccccc3C2=O)CC1	?	?	-0.4%	?	-10.0%	-8.7%	?	?	41.4
Cc1cc(-c2ccccc2)nc2[n+]1CCN2C	1.3%[9.24 µM]	-4.6%	13.2%	i	-4.5%	16.0%	?	?	1.2
C=CCN1C(=O)c2ccc(C(=O)N3CCN(c4ccccc4OC)CC3)cc2C1=O	3.1%	-3.0%	1.1%	i	-9.9%	-9.1%	0.0%	-2.3%	6.8
CC(/C=C/c1ccccc1F)=N\NC(=O)c1cccc(F)c1	?	?	?	?	?	20.6µM*	?	-19.3%	-3.9
CCc1ccc(C(=O)c2cnc3ccc(OC)cc3c2N2CCN(CC)CC2)cc1	-16.8%	0.5%	?	i	10.6%	8.5%	-2.5%	-0.6%	-10.9
CSCCOC(=O)COc1ccc(/C=N/NC(=O)c2nn(C)cc2Cl)cc1	-0.5%	-3.2%	-21.3%	i	11.1%	9.3%	-27.7%	-19.7%	-69.4*
Cc1nn(-c2ccccc2)c(C)c1C(=O)OCC(=O)N1CC(=O)Nc2ccccc21	-3.3%	0.1%	6.8%	i	0.6%	-3.9%	0.8%	-11.6%	0.0
Cc1csc2c(=O)[nH]cnc12	7.8%	-24.3%	-3.2%	i	-0.9%	-1.4%	2.7%	1.5%	6.6
CC[C@H](C)[C@H]1CNC(=S)N1CC1CCN(CCCCc2ccccc2)CC1	3.1%	-8.5%	-17.8%	i	-6.0%	7.1%	2.8%	3.2%	?
Cc1cc(NS(=O)(=O)c2ccc(NC(=O)c3ccc(Cl)cc3[N+](=O)[O-])cc2)no1	-11.0%	-6.6%	-1.6%	i	-9.2%	25.2%	-2.5%	1.6%	-15.6
CCc1c(C)sc2c1CCN(C(=O)Nc1cc(OC)c(OC)c(OC)c1)C2c1ccccc1 (configuration not stated)	.	-7.4%	.	?	.	-17.3%	-29.9%	.	.
Cc1ccc(NC(=O)CSc2nc(=O)n(Cc3ccco3)c3c2CCC3)cc1F	.	?	.	i	.	0.1%	-9.2%	.	.
CN(C)C(=O)C(OC(=O)c1ccc2ccccc2n1)c1ccccc1 (configuration not stated)	-1.7%	-7.7%	-2.2%	?	-4.7%	0.9%	?	-2.2%	10.6
CCOC(=O)CN1C(=O)C2(OCCCO2)c2cc(Br)ccc21	11.4%	1.6%	2.8%	?	-92.3%[inhibitor]	3.2%	8.9%	8.8%	5.4
O=c1[nH]c2ccccc2cc1CN(CC1CCCO1)S(=O)(=O)c1ccc(Cl)cc1 (configuration not stated)	-3.0%	-11.2%	?	i	14.3%	-6.2%	9.9%	-4.2%	-27.5
CC(=O)N1c2ccc(S(=O)(=O)N3CCC(C(=O)Nc4cccc(F)c4)CC3)cc2CC1C (configuration not stated)	-12.6%	-25.9%	-1.4%	i	3.5%	-7.6%	0.0%	-26.7%	-0.6
CC(=O)N[C@@H](Cc1c[nH]c2ccccc12)C(=O)NC1CC1	8.2%	5.6%	?	i	-16.2%	?	5.9%	9.5%	12.7
